Compound activity as filed in PubChem.
UBC13 inh: inhibitors of human UBC13 polyubiquitin chain formation; TR-FRET; inhibition, % at 20 µM; 330,000 compounds, 0.47% hits; in the data active means inhibition above about 45%, passing the limit was not always enough
Target sequence (P61088 whole entry, looked up): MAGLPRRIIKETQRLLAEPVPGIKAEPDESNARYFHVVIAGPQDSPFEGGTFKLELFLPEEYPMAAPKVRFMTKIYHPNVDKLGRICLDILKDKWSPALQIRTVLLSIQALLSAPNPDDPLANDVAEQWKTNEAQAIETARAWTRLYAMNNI
SENP1 inh: SENP1 (human) catalytic domain inhibition; Q9P0U3; recombinant SENP1 catalytic domain, CyPet-SUMO1-YPet FRET cleavage; inhibition, % at 10 µM; 360,000 compounds, 0.21% hits; AID 624204;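 active means inhibition at least 30% at 10 µM, raw YFP signal under a set limit, fluorescence ratio 0.5 to 1.5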;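 further: 0% = enzyme with DMSO and 100% = no enzyme wells; some results filed as inactive read as strong as hits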
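Test system: human SENP1 catalytic domain; medium: Tris pH 8 buffer plus EDTA, NaCl, BME, BSA, NP40, catalase; incubation: 50 min reaction at room temperature; technique: FRET, CFP and YFP emission; controls: no-enzyme low control and enzyme-plus-DMSO high control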
MIN6 prolif: MIN6 beta-cell proliferation induction | MIN6 cells proliferation, ATPlite luminescence, 48 h; cells starved in 0.2% serum; 100% = growth in 10% serum | proliferation, % at 10 µM | 330,000 compounds, 0.29% hits;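 active means compounds whose signal lies at least 3.5 SD above the mean of all wells on their plate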;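 further: 0% = DMSO-treated cells in low-serum medium and 100% = 10% serum control; some compounds called inactive have numbers as strong as hits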
PfGluPho inh: PfG6PD (Plasmodium falciparum) enzyme inhibition. 350,000 compounds, 0.78% hits. inhibition, % at 20 µM. AID 504690. PfGluPho enzyme, NADPH resazurin-diaphorase fluorescence;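 active means inhibition reaching at least a set limit at 20 µM in the primary screen, cut at about 59% in these data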;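 further: 0% = DMSO wells with substrate and 100% = DMSO wells lacking glucose-6-phosphate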
HKDC1 inh: HKDC1 (human) hexokinase inhibition | AID 493160 | recombinant HKDC1, G6PDH/diaphorase resazurin coupled fluorescence | inhibition, % at 20 µM | 340,000 compounds, 0.16% hits;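 active means inhibition above about 35% when tested at 20 µM, limit read from the data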;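 further: plate controls were DMSO wells with enzyme for no effect and DMSO wells lacking enzyme for full effect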
Target sequence (Q2TB90 whole entry, looked up): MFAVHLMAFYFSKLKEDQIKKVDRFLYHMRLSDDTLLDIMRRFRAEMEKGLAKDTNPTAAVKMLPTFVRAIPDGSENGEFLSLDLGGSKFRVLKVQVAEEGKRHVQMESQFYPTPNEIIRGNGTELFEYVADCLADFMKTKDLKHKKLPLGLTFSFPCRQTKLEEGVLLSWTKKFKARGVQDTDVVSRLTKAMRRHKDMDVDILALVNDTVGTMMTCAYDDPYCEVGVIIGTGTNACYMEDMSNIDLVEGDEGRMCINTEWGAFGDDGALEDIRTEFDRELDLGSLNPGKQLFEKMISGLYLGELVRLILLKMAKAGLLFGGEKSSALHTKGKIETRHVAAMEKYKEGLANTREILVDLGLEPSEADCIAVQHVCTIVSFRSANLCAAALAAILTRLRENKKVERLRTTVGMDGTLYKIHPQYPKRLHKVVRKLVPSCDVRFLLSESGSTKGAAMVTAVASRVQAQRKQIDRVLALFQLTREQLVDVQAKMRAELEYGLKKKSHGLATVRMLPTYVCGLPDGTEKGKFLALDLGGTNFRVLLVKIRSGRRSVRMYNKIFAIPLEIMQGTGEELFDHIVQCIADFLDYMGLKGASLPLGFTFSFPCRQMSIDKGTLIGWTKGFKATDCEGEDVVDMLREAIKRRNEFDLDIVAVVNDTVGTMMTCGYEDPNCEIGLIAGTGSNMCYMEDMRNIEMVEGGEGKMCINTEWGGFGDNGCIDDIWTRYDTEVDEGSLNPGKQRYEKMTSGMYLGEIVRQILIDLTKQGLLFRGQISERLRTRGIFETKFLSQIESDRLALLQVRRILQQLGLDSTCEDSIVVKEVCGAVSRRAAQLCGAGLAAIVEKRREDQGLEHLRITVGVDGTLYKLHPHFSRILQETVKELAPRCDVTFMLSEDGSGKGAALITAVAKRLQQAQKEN
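Test system: Recombinant HKDC1 (HK5) hexokinase enzyme, produced in-house | Input: HKDC1 at 5 µg/mL | Buffer or medium: Tris pH 8.0 buffer with MgCl2, Tween-20, BSA, BME | Schedule: 90 min reaction incubation at room temperature, dark | Technique: Resazurin-to-resorufin fluorescence via G6PDH and diaphorase coupling, 525/613 nm | Controls: DMSO wells with and without enzyme mix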
SENP8 block-1: SENP8 (human) protease inhibition. recombinant SENP8, Nedd8 substrate fluorescence. 360,000 compounds, 0.64% hits. Q96LD8. AID 602440. inhibition, % at 20 µM; in the data active means inhibition mostly above about 40%, no sharp cut-off; inactive means mostly below about 27%
SENP8 block-2: inhibitors of human SENP8 protease. inhibition, % at 10 µM. 330,000 compounds, 1.2% hits. purified SENP8, Z-RLRGG-aminoluciferin cleavage, luminescence. Q96LD8. AID 2540; in the data active means inhibition above about 50%
SENP6 inh: SENP6 protease inhibition; Recombinant SENP6 catalytic domain, aminoluciferin luminescence; Q9GZR1; 330,000 compounds, 1.8% hits; inhibition, % at 10 µM; AID 2599;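 active means inhibition above about 50% at the single tested dose, limit read from the data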;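 further: plate controls were DMSO wells with enzyme for no effect and DMSO wells lacking enzyme for full effect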
SENP7 inh: SENP7 protease inhibition; recombinant SENP7, Z-RLRGG-aminoluciferin luminescence, 40 min; Q9BQF6; inhibition, % at 5 µM; 330,000 compounds, 1.5% hits;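 active means inhibition above about 50% at the single test dose, limit read from the data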;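 further: plate controls were DMSO with enzyme for no effect and no enzyme buffer wells for full effect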
An asterisk follows results filed as active; · = not tested or not shown.

SMILES	UBC13 inh	SENP1 inh	MIN6 prolif	PfGluPho inh	HKDC1 inh	SENP8 block-1	SENP8 block-2	SENP6 inh	SENP7 inh
CCC(NC(=O)c1ccccc1Br)c1ccccc1 (stereo not given)	7	0	-3	-22	-8	14	-1	-4	1
COC(=O)C1OC(OC2CC[C@]3(C)C(CC[C@@]4(C)[C@@H]3CC=C3[C@@H]5CC(C)(C)CC[C@]5(C(=O)OC5OC(CO)C(O)C(O)C5O)CC[C@]34C)C2(C)C)C(O)C(O)C1O[C@H]1OCC(O)C(O)C1O (stereo not given in full)	21	1	-5	-8	6	9	-11	3	6
CCOc1ccc(N(CC(=O)NC(C)(C)C)S(=O)(=O)c2c(C)noc2C)cc1	-13	1	-2	0	0	9	-16	1	-11
Cc1ccc(S(=O)(=O)N2CCC(C(=O)OCC(=O)NCc3cccc(Cl)c3)CC2)cc1C	-2	0	4	-4	-1	1	-6	-11	0
O=C(CCSc1ccccc1)NCCN1CCOCC1	-2	-75	0	2	-8	8	-1	11	8
CCN(C(=O)COC(=O)CSc1cc(C)c2ccccc2n1)c1ccccc1	15	2	-2	1	4	2	17	-4	-7
COc1ccc(C(=O)C(OC(=O)CNC(=O)c2ccco2)c2ccccc2)cc1 (stereo not given)	5	3	-2	-8	1	32	1	-10	-3
Clc1ccccc1-c1nc2ccccc2c2nncn12	4	2	-3	3	-1	17	2	10	1
COc1cccc(NC(=O)c2cc(CN3C(=O)c4ccccc4C3=O)ccc2OC)c1	-2	3	4	11	-2	8	3	-23	3
C/C(=N\NC(=S)NCc1ccccc1)c1ccc(Cl)s1	-6	0	-6	-3	-3	8	5	12	5
O=C(CCn1c(=O)c2ccccc2n(CC(=O)NC2CCCC2)c1=O)NCc1ccco1	-2	0	0	7	-2	14	0	2	11
Cc1nc2ccccc2c(=O)[nH]1	5	3	0	-6	-5	9	6	2	10
O=C(N/N=C/c1ccc[nH]1)c1ccc(COc2cccc3cccnc23)cc1	0	-11	-6	18	-7	-216	6	-8	11
Cc1nnc2c(Oc3ccccc3)nc3ccccc3n12	-2	2	-3	-14	-1	33	-3	-6	1
N#Cc1c(NC(=O)CSc2nnc(-c3ccco3)n2-c2ccccc2)sc2c1CCC2	-7	-2	0	-8	-5	5	9	-15	1
COC(=O)c1ccccc1C(=O)N(c1ccccc1)c1ccccc1	0	-1	1	9	-4	19	-10	-38	-7
Cc1cc(C)n2c3c(c(C#N)c2n1)CC(C)(C)OC3	9	-23	-1	-4	0	-476	-5	4	-8
COc1ccc(NC(=O)C2OC3OC(C)(C)OC3C3OC(C)(C)OC23)cc1 (stereo not given)	3	2	-1	-20	-7	16	2	4	7
CCOC(=O)C(NC(C)=O)(Nc1ccc(S(=O)(=O)Nc2cc(C)nc(C)n2)cc1)C(F)(F)F (stereo not given)	6	1	1	10	-5	-1	2	4	2
CCOC(=O)Cc1csc(NC(=O)CCCc2ccccc2)n1	-6	-1	-2	7	-2	9	11	13	9
NC(=O)c1nsc(C(=O)N(CC(=O)NCc2ccc3c(c2)OCO3)C2CCCCC2)c1N	8	-9	0	4	-4	-476	1	-18	7
COc1ccc(C2CC(=O)c3c(O)cc(O)cc3O2)cc1O (stereo not given)	·	2	·	-21	5	41*	·	·	·
COc1ccccc1C1OCC(C)([N+](=O)[O-])CO1 (stereo not given)	·	0	·	4	-6	19	·	·	·
NC(=O)CC(NC(=O)Cc1cccc2ccccc12)c1ccc(NC2CCC2)c([N+](=O)[O-])c1 (stereo not given)	-55	4	1	-44	1	30	-8	-9	12
COc1cc(OC)cc(C(=O)NNC(=O)c2cc(=O)[nH]c3ccccc23)c1	1	-1	3	-3	-5	-224	17	5	-2
Cc1c(NC(=O)/C(C#N)=C/c2ccc(-c3ccc(Cl)cc3)o2)c(=O)n(-c2ccccc2)n1C	1	-45	0	18	-4	29	-4	3	-6
COc1cccc(C2C(C(=O)/C=C/c3ccco3)=C(O)C(=O)N2CCN2CCOCC2)c1 (stereo not given)	1	-17	-2	21	10	-26	-4	7	-5
Cc1ccc(OCc2nnc(SCC(=O)N3c4ccccc4Sc4ccc(Cl)cc43)o2)cc1	-5	0	0	13	-7	-4	-2	-3	5
COc1ccc(NS(=O)(=O)c2ccc(OC)c(OC)c2)cc1OC	2	-2	-2	5	2	9	-3	-16	-3
Cc1sc2nc3c(SC(C)C(=O)O)cc(C(=O)c4ccccc4O)cn3c(=O)c2c1C (stereo not given)	·	-13	·	9	19	-28	·	·	·
O=C(CSc1nc(-c2ccco2)cc(C(F)(F)F)n1)Nc1ccc2c(c1)OCO2	-4	0	-2	9	-10	7	2	5	-1
COc1cccc(-c2nnc(NC(=O)C3CCCCC3)o2)c1	-2	1	-2	-6	-3	8	-3	-22	3
COCCNC(=O)CSc1nnc(-c2ccccc2F)n1Cc1ccccc1	6	1	-1	-1	-2	4	-7	-6	2
Nc1ncnc2c1ncn2C1CCC(CO)C(O)C1 (stereo not given)	-1	-1	-1	-1	-5	11	2	-4	-5
O=c1oc2ccccc2c(O)c1Sc1ccc(Cl)cc1	8	-2	0	7	-2	-239	-12	-41	2
O=C(CN1CCN(c2ccccc2)CC1)Nc1nccs1	-1	2	-2	-28	4	21	5	-16	5
O=C(NCc1ccc(Cl)cc1)c1cc2c(nc3sccn32)s1	10	-25	-2	32	4	-165	-7	-3	-6
Oc1ccc(CNc2ccc(F)cc2)c2cccnc12	30	0	-4	13	5	20	0	-8	11
C=CCc1ccccc1OCC(O)CN1C(=O)c2ccccc2C1=O (stereo not given)	2	-2	-2	6	-1	9	-7	-10	11
Clc1ccccc1Nc1ncnc2c1nnn2Cc1ccccc1	-8	-2	-1	3	-3	-8	-11	-32	-7
CCOc1ccc(C(C)=O)cc1CSc1nnc(N)s1	-10	1	-1	3	0	8	-6	-14	-1
CC(CN1CCC(n2nccc2NC(=O)C2CCCC2)CC1)c1ccccc1 (stereo not given)	1	-1	-2	11	-2	2	-5	-9	1
Cc1ccc(SCC(=O)NNC(=O)c2ccc(S(C)(=O)=O)cc2)cc1	2	-2	0	-7	-1	3	8	-25	4
Clc1ccc(-c2nc3ncccn3c2Nc2ccc3c(c2)OCO3)cc1	-7	16	-4	17	-7	7	0	-13	4
O=C1CN(S(=O)(=O)c2ccc([N+](=O)[O-])cc2)CC(=O)N1	-3	-1	0	-4	-5	24	5	-19	-1
Cc1ccc(/C=C/C(=O)OCC(=O)Nc2cccnc2Cl)cc1	5	2	0	6	-2	7	1	-9	-7
COc1ccc(Cl)cc1NC(=O)C1CC(=O)N(c2ccc(F)cc2)C1 (stereo not given)	6	3	2	-7	-4	12	3	1	5
Cc1ccc2c(C)c(C(=O)Nc3ccc(S(N)(=O)=O)cc3)oc2c1C	2	0	3	-4	-4	-11	-1	-7	0
C#CCOCCOCCOCCNc1nc(N2CCN(C(=O)C(Cc3ccc(O)cc3)n3cc(C(N)CC(C)C)nn3)CC2)nc(N2CCN(C(=O)C(Cc3ccc(O)cc3)n3cc(C(N)C(C)CC)nn3)CC2)n1 (stereo not given)	46*	1	1	-3	0	14	2	5	-7
O=C(Nc1ccon1)C(Sc1ccccc1)c1ccccc1 (stereo not given)	8	4	0	16	5	14	-5	-11	-1
CCN(C(=O)COC(=O)c1ccc2[nH]c3c(c2c1)CCCC3)C1CCS(=O)(=O)C1 (stereo not given)	-2	-32	2	16	0	-62	0	6	0
COCCCNC(=S)NNC(=O)Cn1nc(C)c(Br)c1C	-10	2	0	-7	-7	11	-12	-23	1
O=S(=O)([N-]c1nc2ccccc2nc1-n1cc[n+](Cc2ccccc2)c1)c1ccccc1	10	-53	1	-3	-3	-446	-5	-26	-8
CCn1c(CNC(=O)c2ccc(OC)cc2)nnc1SC	2	1	-1	-1	-7	17	11	2	-10
CSc1cccc(NC(=O)CCC(=O)O)c1	9	5	0	-3	-19	7	3	-6	7
COc1cc(/C=N/NC(=O)CN2CCCCC2)ccc1OCc1ccccc1	-9	2	-4	6	0	-4	-13	-5	-11
COc1cc(CNc2ncc(-c3ccc(Cl)cc3)n2C)cc(OC)c1OC	4	2	1	18	-3	5	7	10	3
O=C(N/C(=C/c1ccccc1F)C(=O)N1CCCCC1)c1ccccc1	0	1	1	-5	-4	-4	-9	-8	3
CCCN(N=Nc1cccc([N+](=O)[O-])c1)c1cccc([N+](=O)[O-])c1	-7	1	-2	4	-8	21	-7	-19	-5
CCCOc1ccc(Cc2nc(N)nc(N)n2)cc1	8	-1	-4	-4	-9	6	-8	-27	-6

One compound at a time, as listed above:
Cc1ccc2c(C)c(C(=O)Nc3ccc(S(N)(=O)=O)cc3)oc2c1C reads UBC13 inh: 2; SENP1 inh: 0; MIN6 prolif: 3; PfGluPho inh: -4; HKDC1 inh: -4; SENP8 block-1: -11; SENP8 block-2: -1; SENP6 inh: -7; SENP7 inh: 0
Cc1ccc(SCC(=O)NNC(=O)c2ccc(S(C)(=O)=O)cc2)cc1 reads UBC13 inh: 2; SENP1 inh: -2; MIN6 prolif: 0; PfGluPho inh: -7; HKDC1 inh: -1; SENP8 block-1: 3; SENP8 block-2: 8; SENP6 inh: -25; SENP7 inh: 4

The listing continues:
SMILES	UBC13 inh	SENP1 inh	MIN6 prolif	PfGluPho inh	HKDC1 inh	SENP8 block-1	SENP8 block-2	SENP6 inh	SENP7 inh
CCn1c(SCC(=O)Nc2ccc(OC)c(OC)c2)nnc1-c1c[nH]c2ccccc12	0	0	-1	11	-4	6	-5	-16	11
Nc1ccc(C(=O)Nc2cccc3ncccc23)cc1	-4	-1	0	-16	-1	11	-2	-14	2
CCn1ccc(C(=O)N2CCN(c3ncccn3)CC2)n1	-6	3	0	4	-4	-17	-5	-12	13
Cc1cccc(C(=O)NNC(=O)c2c(-c3ccccc3Cl)noc2C)c1O	2	3	0	-6	-9	-15	12	-5	5
O=C(NCC(=O)N(Cc1ccco1)C(C(=O)NC1CCCCC1)c1cccnc1)c1cccs1 (stereo not given)	-2	2	-2	0	-3	11	2	-6	-7
ONC=Nc1cccc2nonc12	-2	12	-1	2	2	20	-12	4	5
O=C(c1cccc(C(F)(F)F)c1)C1CCCN(C(=O)C2CCOCC2)C1 (stereo not given)	-5	-1	0	-1	-7	7	-7	2	-8
COc1ccccc1NS(=O)(=O)c1cc(C(=O)Nc2ccc(S(=O)(=O)Nc3onc(C)c3C)cc2)ccc1C	·	2	·	-20	-1	7	·	·	·
CSc1ccc(/C=N/N2CCN(C)CC2)cc1	0	3	-2	-10	-6	15	-12	-30	9
CCCN(CCC)CCCNC(=S)Nc1ccc2nc(N3CCN(C)CC3)cc(C)c2c1	11	-4	-6	9	-7	-202	8	1	0
Brc1ccccc1OCCCCn1cnc2ccccc21	2	2	-6	8	-2	3	-4	-19	11
O=C(O)CSc1ncnc2nc[nH]c12	-4	0	-1	-3	-2	14	-6	-18	-6

Structures listed so far printed as active in UBC13 inh:
Molecule,UBC13 inh,SENP1 inh,PfGluPho inh,HKDC1 inh,SENP6 inh,SENP7 inh
C#CCOCCOCCOCCNc1nc(N2CCN(C(=O)C(Cc3ccc(O)cc3)n3cc(C(N)CC(C)C)nn3)CC2)nc(N2CCN(C(=O)C(Cc3ccc(O)cc3)n3cc(C(N)C(C)CC)nn3)CC2)n1 (stereo not given),46*,1,-3,0,5,-7
